# IL1B secr inh: inflammasome signaling inhibition, IL-1 beta readout; activity change, % at 57.5 µM; THP-1 LPS/ATP IL-1B secretion, AlphaLISA, 16 h; hits give low values; 4.7% of 360,000 active; in the data active means activity change below about -50%; inconclusive means mostly about -30% to -49%; further: on the % scale 0 is the no-effect control and ±100 the full control effect
#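 THP-1 cells pretreated 1 hr with compounds (up to 57.5 uM final), then stimulated with LPS (250 ng/mL final) plus ATP (1.25 mM final); secreted IL-1B measured by AlphaLISA after 16 hr, decreased signal indicating inhibition.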
# TGFb inhibitor: blocks TGF-b signaling; 1.2% of 410,000 active; Potency, µM (highest dose often 46.1 µM), inactives show top-dose activity, negative = inhibition, usual class: inhibitors; HepG2 CAGA-GFP TGF-b/SMAD3 reporter, GFP fluorescence, 18 h; TGF-beta stimulated, 500 pg/mL final; AID 588855; further: potency means the concentration at half of the fitted maximal effect; on the % scale 0 is the no-effect control and ±100 the full control effect; nearly all actives have a fitted effect of over 65% in size
#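 Cell-based qHTS in HEPG2 carrying a CAGA-GFP Smad reporter; compounds added before 500 pg/mL final TGF-beta, 18 h incubation at 37 degrees C, GFP fluorescence quantified per cell by imaging cytometry.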
# HepG2 viability: kills HepG2 cells in TGF-b inhibitor counter-screen | HepG2 CAGA-GFP viability, ATP luminescence, 18 h | Potency, µM (titrated, usually from 46.1 µM), for the others: at the highest dose activity change, negative = cytotoxicity, actives largely listed as cytotoxic | 0.76% of 410,000 active; further: potency means the concentration at half of the fitted maximal effect; some results filed as inactive show a strong effect at the top dose
#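 HepG2 CAGA-GFP cells (1000/well, DMEM with 1% FBS) received compound, then TGF-beta at 500 pg/mL final, and were incubated 18 hours at 37 degrees C. Viability was read by CellTiter-Glo luminescence. Media-only wells were set as complete cell-killing and DMSO as no toxicity.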
# A549 tox: A549 cytotoxicity, counter-screen for Nrf2 inhibitors. A549 ARE-Fluc cells, CellTiter-Fluor viability, 18-24 h. Potency, µM (top dose mostly 46 µM), without a hit: at the top dose activity change, negative = cytotoxicity, most hits filed as inhibitors. 0.16% of 390,000 active; further: potency means the concentration at half of the fitted maximal effect; on the % scale 0 is the no-effect control and ±100 the full control effect
#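 A549 ARE_Fluc cells in 5% FBS OPTI-MEM were exposed to compounds in concentration-response for 18-24 h at 37 deg C. Viability was read by CellTiter-Fluor fluorescence (Ex 405/Em 525) after 30 min, before the luciferase read.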
# Nrf2 activator: Nrf2 pathway activation; AREc32 ARE-luciferase reporter (MCF7-derived line), luminescence, 24 h; Potency, µM (doses to about 46.1 µM), without a hit: at the highest dose activation, usual class: activators; 0.31% of 410,000 active; AID 624171; further: potency means the concentration at half of the fitted maximal effect; % of control where 0% means no effect; nearly all actives have a fitted effect of over 65% in size
#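 ARE-driven firefly luciferase activity in AREc32 cells measured after a 24 hr compound exposure at 37 deg C, using Steady-Glo reagent and a 30 min room-temperature hold.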
# S2 tox: viability counter-screen for ATXN expression inhibitors. Potency, µM (titrated, usually from 56.7 µM), hits mostly cytotoxic. S2 cells (HEK-293 line with an ATXN2-luciferase reporter) viability, CellTiter-Fluor protease fluorescence, 24 h. 0.49% of 400,000 active; further: potency means the concentration at half of the fitted maximal effect; nearly all actives have a fitted effect of over 40% in size
# MCF10A rereplic: induces DNA re-replication in MCF 10a normal breast cells | 2.9% of 350,000 active | Potency, µM (series often up to 46.1 µM), for the others: top-dose activity, positive = re-replication, usual class: activators | MCF 10A DNA re-replication, Hoechst nuclear intensity, 48 h; further: potency means the concentration at half of the fitted maximal effect; % of control where 0% means no effect; nearly all actives have a fitted effect of over 50% in size
# ATXN2 expr inh: ATXN2 expression inhibition; HEK-293 ATXN2-luciferase reporter, luminescence, 24 h; Potency, µM (doses to about 57 µM), for the others: at the highest dose activity change, negative = inhibition, usual class: inhibitors; 0.72% of 360,000 active; AID 1745845; further: potency means the concentration at half of the fitted maximal effect; on the % scale 0 is the no-effect control and ±100 the full control effect; nearly all actives have a fitted effect of over 55% in size
#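 ATXN2-luciferase reporter cells (luciferase flanked by upstream and downstream ATXN2 gene portions) were treated 24 h at 37 °C with compounds at up to 57 uM. SteadyGlo luminescence gave expression; GF-AFC fluorescence gave viability.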
# Nrf2 block: inhibitors of Nrf2 signaling | A549 ARE-Fluc reporter, luciferase luminescence, 18-24 h | Potency, µM (series often up to 46 µM), without a hit: at the top dose activity change, negative = inhibition, hits mostly inhibitors | 2.1% of 360,000 active | AID 504444; further: potency means the concentration at half of the fitted maximal effect; on the % scale 0 is the no-effect control and ±100 the full control effect; nearly all actives have a fitted effect of over 60% in size
#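 Two sequential reads on A549 ARE_Fluc cells exposed to compound for 18-24 h: a CellTiter-Fluor fluorescence read for viability, then a luciferase luminescence read for Nrf2/ARE activity.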
# * marks the source's active call; other numbers are inactive results; i = inactive; ? = inconclusive; . = not tested or not shown; [ ] = remark or other dose. Unless noted, the call rests on the fitted dose curve; in most records, active means well fitted curve in the direction sought with a large enough effect; inconclusive means small, poorly fitted or top-dose-only effect, or another doubt; inactive means no such curve, though single readings can be large; an effect the other way counts as inactive or inconclusive.
SMILES,IL1B secr inh,TGFb inhibitor,HepG2 viability,A549 tox,Nrf2 activator,S2 tox,MCF10A rereplic,ATXN2 expr inh,Nrf2 block
O=C(COC(=O)C1CC1)Nc1ccc([N+](=O)[O-])cc1C(F)(F)F,8,14%,-1%,1%,-0.6%,i,-6%,0%,21%
CCOc1ccc(C(=O)COC(=O)c2cccc(-n3cnnn3)c2)cc1,3,12%,0%,5%,2.5%,i,?,3%,1%
CCOC(=O)c1c(C)oc2c1C(=O)c1ccccc1C2=O,60,5µM*,5µM*,-1%,-1.3%,i,28%,?,-10%
COc1ccc(N/C(N)=N/c2nc(CSc3ccc(C)cc3)cc(=O)[nH]2)cc1,10,-11%,-8%,-1%,2.5%,i,1%,13%,1%
CC1(C)CSC(C)(C)C(=O)N1,12,2%,5%,2%,0.6%,i,-2%,13%,7%
COc1ccc(/C=C/C(=O)O)cc1S(=O)(=O)NCc1ccccc1,-8,9%,0%,2%,0.0%,i,5%,-11%,5%
COc1ccc(NC(=O)CN2CCN(C3c4ccccc4-c4ccccc43)CC2)cc1,-4,-3%,-14%,-12%,-0.3%,i,-2%,-8%,.
O=c1[nH]c2ccccc2n2cnnc12,-4,4%,-14%,-1%,0.0%,i,-3%,-21%,1%
Cc1cc(=O)oc(C)c1C(=O)Nc1ccccc1F,14,8%,7%,0%,0.1%,i,0%,15%,6%
O=C(CSc1ncnc2sc3c(c12)CCCCC3)NCc1ccco1,0,?,-2%,-13%,6.8%,i,4µM*,3%,-2%
O=C(CNC(=O)c1ccccc1Br)NNC(=O)c1cccs1,14,6%,-7%,0%,-0.9%,?,-1%,-1%,-13%
O=C(c1ccccc1SCc1ccccc1)N1CCCCCC1,11,-20%,-16%,1%,0.1%,i,-3%,0%,-4%
O=C(CNC(=O)c1ccco1)Nc1cc(Cl)ccc1N1CCOCC1,-7,?,0%,11%,1.7%,i,-6%,-2%,0%
O=C(NCc1ccco1)c1cc(S(=O)(=O)NC2CC2)ccc1Br,0,-17%,1%,2%,0.2%,i,-2%,6%,0%
COc1ccc(CC(=O)N2CCN(c3ccccc3)CC2)cc1OC,46,12%,0%,-3%,0.1%,i,-1%,-3%,-13%
CC(C)NC(=O)C(=O)NNC(=O)C12CC3CC(CC(C3)C1)C2,1,5%,-3%,0%,0.2%,i,2%,1%,.
O=C(CSc1ncnc2c1cnn2-c1ccccc1)Nc1ccccc1,-58*,-5%,2%,-1%,0.8%,?,-8%,?,-5%
Cc1ccc2cc(/C=N/NC(=O)c3ccccc3[N+](=O)[O-])c(Cl)nc2c1,24,13%,-1%,4%,1.6%,i,-2%,5%,-2%
CCOC(=O)C1(CC2CC2)CCN(Cc2ccc(C(=O)OC)cc2)CC1,5,-12%,-28%,-4%,-0.4%,i,0%,.,7%
COc1cccc(OCCOCC(O)CN2CCN(Cc3ccc(Cl)cc3)CC2)c1 (stereo unspecified),-17,?,-25%,9%,-0.5%,i,?,-21%,-11%
CC1(C)Cc2c(cnn2-c2ccccc2)C(NC(=O)c2ccoc2)C1 (stereo unspecified),0,2%,2%,-5%,-0.6%,i,6%,1%,-13%
CCOc1ccc(NC(=O)c2c(NCc3cccs3)sc3c2CCC(C)C3)cc1 (stereo unspecified),.,?,-38%,0%,11%,i,.,?,.
Cc1ccccc1OCCCCn1nnc2sc3c(c2c1=O)CCC(C)C3 (stereo unspecified),.,1%,-12%,7%,-0.3%,i,.,6%,8%
O=C(NCCCN1CCCC1=O)C1CCN(S(=O)(=O)c2cc(C(F)(F)F)ccc2Cl)CC1,-7,8%,2%,-3%,-1.2%,i,1%,4%,3%
CC(C)[C@H](NC(=O)c1ccccc1)C(=O)OCC(=O)Nc1ccc(Cl)cc1C(F)(F)F,11,-13%,-1%,-7%,0.3%,i,-3%,0%,4%

# A run of entries taken from the entries so far, for reference:
SMILES,IL1B secr inh,TGFb inhibitor,HepG2 viability,A549 tox,Nrf2 activator,S2 tox,MCF10A rereplic,ATXN2 expr inh,Nrf2 block
Cc1ccccc1OCCCCn1nnc2sc3c(c2c1=O)CCC(C)C3 (stereo unspecified),.,1%,-12%,7%,-0.3%,i,.,6%,8%
O=C(NCCCN1CCCC1=O)C1CCN(S(=O)(=O)c2cc(C(F)(F)F)ccc2Cl)CC1,-7,8%,2%,-3%,-1.2%,i,1%,4%,3%

# More structures follow:
SMILES,IL1B secr inh,TGFb inhibitor,HepG2 viability,A549 tox,Nrf2 activator,S2 tox,MCF10A rereplic,ATXN2 expr inh,Nrf2 block
Cc1cc(Cl)ccc1NC(=S)NCCN1CCOCC1,11,-22%,20%,2%,-0.4%,i,19%,4%,-4%
O=C(CCCn1c(=S)[nH]c2ccc(Br)cc2c1=O)NCc1ccccn1,0,15%,14%,-5%,0.4%,i,0%,-19%,5%
CCn1cc(CN2CCN(Cc3ccccc3)C(CCO)C2)c2ccccc21 (stereo unspecified),-12,-11%,-29%,0%,-0.1%[9.22 µM],i,-14%,-33%,2%
O=C(NCc1ccccc1)c1ccc2c(c1)C(=O)N(Cc1ccncc1)C2=O,10,-1%,-9%,5%,2.4%,i,-1%,12%,-7%
Cn1c(N)c(C(=O)COC(=O)c2cc(S(=O)(=O)N3CCOCC3)ccc2F)c(=O)n(C)c1=O,-105*,10%,3%,-3%,0.7%,?,?,?,13%
O/N=C1/CCCCC1c1ccccn1 (stereo unspecified),9,?,8%,-5%,-0.5%,i,-6%,-13%,13%
COc1cc(C(=O)NC2CCCC2)c(Br)c(OC)c1OC,8,10%,6%,0%,0.2%,i,-1%,-3%,24%
CN(C)/C=C/C(=O)c1cccc(C(F)(F)F)c1,-25,-18%,0%,2%,11%,i,?,-22%,17%
O=C(c1ccc(Sc2ccc(F)cc2)c([N+](=O)[O-])c1)N1CCOCC1,-6,-16%,-1%,4%,2.8%,i,15%,-5%,8%
COCCn1c(SCC(=O)NNC(=O)c2cc(Cl)ccc2OC)nnc1-c1ccncc1,-11,-3%,-8%,-1%,0.0%,i,0%,.,9%
Cc1ccc(C(=O)/C=C/c2cn(CC(O)CN3CCOCC3)c3ccccc23)cc1 (stereo unspecified),-82*,-3%,-4%,1%,21%,i,13µM*,-8%,5%
Cc1c(C(=O)NC(C(C)C)C(C)C)cccc1[N+](=O)[O-],0,-2%,-6%,8%,-0.5%,i,8%,-4%,8%
COCCNC(=O)CN(C)S(=O)(=O)c1ccc2c(c1)OCCO2,-13,13%,-12%,5%,-0.4%,i,2%,-4%,2%
O=c1c2ccccc2ncn1-c1ccc2c(c1)OCCO2,-15,6%,4%,1%,4.2%,i,1%,11%,5%
CCOC(=O)C1=C(COC(=O)COc2ccc(C#N)cc2)NC(=O)NC1C (stereo unspecified),i,3%,9%,-1%,-0.4%,i,-1%,6%,-5%
CCN(CC)P(=O)(Nc1ccc([N+](=O)[O-])cc1)c1c(C)nn(CCC#N)c1NC(=O)c1ccc(Cl)cc1 (stereo unspecified),20,-3%,-16%,0%,0.4%,i,4%,8%,0%
O=C(CSc1ncn[nH]1)N1CCN(S(=O)(=O)c2ccccc2)CC1,31,3%,-28%,-2%,-0.5%,i,3%,4%,-4%
CC(C)Cc1cc(C(=O)NCc2ccco2)no1,-19,-9%,-1%,1%,6.5%,i,-2%,36%,25%
COC(=O)c1cc(NC(=O)Cc2ccccc2[N+](=O)[O-])ccc1Cl,12,-7%,-4%,2%,3.9%,i,-4%,1%,4%
COc1ccc(C2CC(c3cccs3)=Nc3ccccc3S2)cc1OC (stereo unspecified),-56*,-15%,-15%,-1%,?,i,-10%,61%[activator],9%
CC(=O)Nc1ccc(S(=O)(=O)Nc2nccc(C3Cc4ccccc4C(=O)O3)n2)cc1 (stereo unspecified),5,-2%,2%,-8%[1.84 µM],0.2%,i,-7%,22%,2%
Cc1ccccc1-c1ccc(C=Nc2c(C)n(C)n(-c3ccccc3)c2=O)o1,17,5%,-49%,-7%,-0.5%,?,6%,?,7%
Cc1csc(C(C#N)C(=O)c2ccncc2)n1 (stereo unspecified),5,-10%,-2%,-3%,0.3%,i,-1%,-7%,1%
CCCNC(=O)C1(C)CCCN(C(=O)c2ccc3c(c2)CCO3)C1 (stereo unspecified),4,6%,2%,.,0.5%,i,.,13%,.
COC(=O)c1ccc(-n2ccnc2)cc1,-11,-17%,-1%,2%,0.6%,i,0%,-18%,8%

# Limited to A549 tox, for some of the entries so far:
compound,A549 tox
O=C(CSc1ncnc2c1cnn2-c1ccccc1)Nc1ccccc1,-1%
Cc1ccc2cc(/C=N/NC(=O)c3ccccc3[N+](=O)[O-])c(Cl)nc2c1,4%
CCOC(=O)C1(CC2CC2)CCN(Cc2ccc(C(=O)OC)cc2)CC1,-4%
COc1cccc(OCCOCC(O)CN2CCN(Cc3ccc(Cl)cc3)CC2)c1 (stereo unspecified),9%
CC1(C)Cc2c(cnn2-c2ccccc2)C(NC(=O)c2ccoc2)C1 (stereo unspecified),-5%

# Following part
SMILES,IL1B secr inh,TGFb inhibitor,HepG2 viability,A549 tox,Nrf2 activator,S2 tox,MCF10A rereplic,ATXN2 expr inh,Nrf2 block
CCOc1ccccc1N1CCN(C(=O)c2cc(S(=O)(=O)N(C)C)ccc2N2CCCC2)CC1,5,-6%,-13%,11%,0.2%,i,14%,-13%,13%
CC(=O)c1c(C)nc2nc(-c3ccccc3)nn2c1C,.,-24%,2%,-1%,15%,i,.,33%[activator],?
O=C(N/N=C/c1c(F)cccc1Cl)C(=O)N1CCCCCC1,5,-5%,-10%,12%,7.6%,i,0%,5%,18%
Cc1ccc2nc(-c3ccccn3)cc(C(=O)NC(C)C(C)(C)C)c2c1 (stereo unspecified),13,-7%,-13%,0%,0.3%,i,5%,-15%,-28%
CSc1nc(N)nc(SC2C=CCCC2)c1C#N (stereo unspecified),-2,-5%,-20%,-2%,6.0%,?,13%,65%[activator],?
O=C(OCc1cc2ccccc2[nH]c1=O)c1ccco1,12,-11%,2%,2%,3.1%,i,-5%,-18%,13%
COc1ccc(Cc2n[nH]c(=S)n2NC(=O)Nc2ccc(C)cc2)cc1,?,?,-12%,12%,4.1%,.,7%,33%,?

# Screening results: PubChem BioAssay, National Center for Advancing Translational Sciences (NCATS)

# The order is random (roughly 8.8% active in at least one column).
